CXXC DNA block: qHTS Fluorescence Polarization Assay for Inhibitors of MLL CXXC domain - DNA interaction; MLL-CXXC / FITC-HOXA9 DNA fluorescence polarization; Potency, µM (titrated, usually from 115 µM), without a hit: at the top dose activity change, negative = inhibition, hits mostly inhibitors; Histone-lysine N-methyltransferase 2A (Homo sapiens), Q03164; actives 0.037% (n = 290,000); active = well fitted inhibition curve with a large enough effect in the polarisation, with a control signal flat, not every such curve was filed as active; inconclusive = small, poorly fitted or top-dose-only effect, or effect the other way, or a change in a side signal; inactive = no such curve, though single readings can be large or run the other way; the % refers to the polarisation; note: potency is the fitted concentration of half-maximal effect
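Purified MLL-CXXC (added from a 7 uM solution) was preincubated 5 min at ambient with pinned compounds in 50 mM Tris-HCl pH 7.5, 50 mM NaCl, 1 mM DTT, 0.05% BSA. Fluorescein-labeled HOX-A9 DNA (50 nM solution) followed, 30 min, then polarization read.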
Mito fusion yeast: qHTS Assay for Small Molecule Inhibitors of Mitochondrial Division or Activators of Mitochondrial Fusion | S. cerevisiae fusion-defective mutant growth rescue, CellTiterGlo 48 h | Potency, µM (titrated, usually from 46.1 µM), for inactives: top-dose growth rescue (activation), most hits filed as activators | actives 0.23% (n = 320,000);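 note: potency is the fitted concentration of half-maximal effect; % of control where 0% means no effect; nearly all actives have a fitted effect of over 45% in size; temperature-sensitive fusion mutants such as fzo1-1 at 37 °C on non-fermentable ethanol glycerol medium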
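Yeast fusion mutant, YPEG (non-fermentable carbon), compound, 48 h at 37C non-permissive; CellTiterGlo added, 10 min RT, luminescence read. Rescued growth = division inhibition.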
TSHR antagonist: Antagonists of the Thyroid Stimulating Hormone Receptor: HTS campaign. actives 0.2% (n = 330,000). activity change, negative = inhibition, % at 11.5 µM. Thyrotropin receptor (Homo sapiens), P16473. TSHR-expressing cells, TSH-stimulated cAMP HTRF, 2 h; hits give low values. AID 504810, 2011;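 active = activity change below a set negative limit, meaning inhibition stronger than a set level, cut at about -70% in these data; inconclusive = activity change between two set negative limits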; note: % is set by controls: 0 for no effect and ±100 for the full control effect
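TSHR-expressing cells were treated with compounds, then stimulated with TSH at EC80 (4nM final) for 2 hours at 37 deg C. Cellular cAMP was measured by HTRF competition between lysate cAMP and cAMP-d2 for a cryptate-labelled anti-cAMP antibody.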
MBNL1-CUG inh: qHTS Assay for Inhibitors of MBNL1-poly(CUG) RNA binding. TR-FRET MBNL1-His/biotin-(CUG)12 binding, 665/545 ratio. Potency, µM (series often up to 57.5 µM), inactives show at the top dose activity change, negative = inhibition, most hits filed as inhibitors. actives 0.036% (n = 280,000). Muscleblind-like protein 1 (Homo sapiens), Q9NR56; active = well fitted inhibition curve with a large enough effect in the signal ratio, with a control signal flat, not every such curve was filed as active; inconclusive = small, poorly fitted or top-dose-only effect, or effect the other way, or a change in a side signal; inactive = no such curve, though single readings can be large or run the other way; the % refers to the signal ratio; note: potency is the fitted concentration of half-maximal effect; % is set by controls: 0 for no effect and ±100 for the full control effect
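Inhibition of protein-RNA binding appears as loss of TR-FRET between terbium anti-His antibody on MBNL1-His and streptavidin-XL665 on biotin-(CUG)12. Activity is normalized to buffer-only and uninhibited-complex controls.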
PTAP TSG101 blk: qHTS Assay for Iinhibitors of HIV-1 Budding by Blocking the Interaction of PTAP/TSG101. Tumor susceptibility gene 101 protein (Homo sapiens), Q99816. Fluorescence polarization, FITC-PTAP peptide / Tsg101 binding. Potency, µM (titrated, usually from 115 µM), without a hit: top-dose activity change, negative = inhibition, most hits filed as inhibitors. 340,000 tested, under 10 active. AID 493005, 2010; active = well fitted inhibition curve with a large enough effect in the main read-out, with a control signal flat, not every such curve was filed as active; inconclusive = small, poorly fitted or top-dose-only effect, or effect the other way, or a change in a side signal; inactive = no such curve, though single readings can be large or run the other way; note: potency is the fitted concentration of half-maximal effect; % of control where 0% means no effect
Target sequence (Q99816 whole entry, looked up): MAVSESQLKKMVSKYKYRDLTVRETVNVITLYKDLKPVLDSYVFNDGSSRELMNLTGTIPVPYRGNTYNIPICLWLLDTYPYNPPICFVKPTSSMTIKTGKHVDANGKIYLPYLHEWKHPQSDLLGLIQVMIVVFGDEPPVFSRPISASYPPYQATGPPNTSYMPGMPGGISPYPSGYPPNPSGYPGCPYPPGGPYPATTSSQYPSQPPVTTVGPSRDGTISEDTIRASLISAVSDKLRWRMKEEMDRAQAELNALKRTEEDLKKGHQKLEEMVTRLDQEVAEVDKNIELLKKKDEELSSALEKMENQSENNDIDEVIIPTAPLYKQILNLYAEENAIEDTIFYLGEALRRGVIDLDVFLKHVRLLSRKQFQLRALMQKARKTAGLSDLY
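Steps: Tsg101 binding domain dispensed (10 uM final), compounds pinned in DMSO, FITC-labeled PTAP-motif peptide added (50 nM final); after 20 min binding at room temperature, polarization measured.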
ASM inhibitor: Inhibitors of Secretory Acid Sphingomyelinase (S-ASM): qHTS; Sphingomyelin phosphodiesterase (Homo sapiens), P17405; placental ASM, HMU-PC fluorogenic substrate, 60 min; Potency, µM (titrated, usually from 57.5 µM), inactives show at the highest dose activity change, negative = inhibition, hits mostly inhibitors; actives 0.006% (n = 340,000); AID 504937, 2011; note: potency is the fitted concentration of half-maximal effect
Target sequence (P17405 47-631 limits assumed): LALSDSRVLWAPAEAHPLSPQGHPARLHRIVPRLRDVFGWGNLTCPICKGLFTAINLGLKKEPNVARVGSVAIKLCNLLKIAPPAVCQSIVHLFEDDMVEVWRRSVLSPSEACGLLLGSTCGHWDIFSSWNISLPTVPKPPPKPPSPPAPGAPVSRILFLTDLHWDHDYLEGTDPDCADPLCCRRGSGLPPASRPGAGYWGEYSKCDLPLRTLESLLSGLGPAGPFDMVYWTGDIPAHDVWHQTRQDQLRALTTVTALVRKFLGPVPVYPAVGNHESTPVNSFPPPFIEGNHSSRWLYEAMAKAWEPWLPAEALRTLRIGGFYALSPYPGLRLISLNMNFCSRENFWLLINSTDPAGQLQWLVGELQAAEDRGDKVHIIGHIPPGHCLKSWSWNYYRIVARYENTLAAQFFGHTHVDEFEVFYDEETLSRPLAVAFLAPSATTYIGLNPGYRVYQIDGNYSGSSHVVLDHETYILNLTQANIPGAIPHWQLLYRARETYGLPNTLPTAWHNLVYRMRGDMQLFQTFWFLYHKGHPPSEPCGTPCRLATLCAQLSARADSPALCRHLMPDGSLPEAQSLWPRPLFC
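Human placenta-derived ASM preincubated with compound 10 min at room temperature, then reacted with 9 uM (final) fluorogenic HMU-PC substrate for 60 min at 37 C. Stop solution raises pH to 10; fluorescence read at Ex 386/Em 447 nm.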
TCR activator: Activators of T cell receptors: qHTS campaign | primary human leukocytes, anti-CD3, IL-2 HTRF, 48 h | Potency, µM (titrated, usually from 9.22 µM), inactives show at the highest dose activation of IL-2 secretion, hits mostly activators | 330,000 tested, under 10 active | AID 504894, 2011; note: % of control where 0% means no effect
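Activity was scored as IL-2 release from primary human leukocytes given only a TCR signal (a-CD3 beads) plus compound for 48 hr. Detection used a two-antibody HTRF format read at 665nm.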
Integrin act MD: qHTS for Activators of Integrin-Mediated Alleviation for Muscular Dystrophy; alpha7betagal myoblasts, beta-gal FDG fluorescence, 48 h; Potency, µM (titrated, usually from 38.3 µM), inactives show top-dose activation, actives largely listed as activators; actives 0.064% (n = 350,000); AID 624291, 2012;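 note: potency is the fitted concentration of half-maximal effect; 100% = response of the positive control SU9516; nearly all actives have a fitted effect of over 60% in size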
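Alpha7betagal+/- myoblasts (passage 13) were plated 16-24 hr, then exposed to compounds (1:260 dilution of DMSO stock) for 48 hours at 37C. After MPER lysis, β-galactosidase reporter activity was read as FDG fluorescence (ex 480/em 540) after 30 minutes.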
AT treatment: qHTS Assay for Identifying a Potential Treatment of Ataxia-Telangiectasia; actives 0.19% (n = 320,000); Potency, µM (highest dose often 57.5 µM), for inactives: at the highest dose activation, actives largely listed as activators; […] A-T fibroblasts, KAP-1 phosphorylation AlphaLISA; neocarzinostatin DNA damage 30 min before lysis; note: potency is the fitted concentration of half-maximal effect; % of control where 0% means no effect; nearly all actives have a fitted effect of over 45% in size
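hTERT-immortalized A-T patient fibroblasts ([…]), 500 cells/well in OPTI-MEM, 1% FBS, got compounds for 60 min, then NCS for 30 min at 37C. Lysates were then assayed for phospho-KAP-1 by AlphaLISA (anti-pKAP1 donor, anti-KAP1 acceptor beads), 6 hr at 25C.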
Menin MLL FP TR: qHTS Assay for Inhibitors Targeting the Menin-MLL Interaction in MLL Related Leukemias: Competition With Texas Red Labeled MLL-derived Mutant Peptide; Menin + Texas Red MLL mutant peptide, fluorescence polarization; O00255; Potency, µM (titrated, usually from 61.6 µM), inactives show top-dose FP activity change, negative = inhibition, hits mostly inhibitors; actives 0.23% (n = 270,000); active = well fitted inhibition curve with a large enough effect in the polarisation, with a control signal flat, not every such curve was filed as active; inconclusive = small, poorly fitted or top-dose-only effect, or effect the other way, or a change in a side signal; inactive = no such curve, though single readings can be large or run the other way; the % refers to the polarisation; note: potency is the fitted concentration of half-maximal effect; % of control where 0% means no effect; many of its hits are not listed in these tables
Numbers without * were called inactive; ? = inconclusive; · = not tested or not shown; [ ] = another dose, or the depositor's remark. Unless noted, calls come from the whole dose curve; as a rule, active = well fitted curve in the direction sought with a large enough effect; inconclusive = small, poorly fitted or top-dose-only effect, or another doubt; inactive = no such curve, though single readings can be large; an effect the other way counts as inactive or inconclusive. The list is partial; count on the stated rates, not on these rows.

SMILES | CXXC DNA block | Mito fusion yeast | TSHR antagonist | MBNL1-CUG inh | PTAP TSG101 blk | ASM inhibitor | TCR activator | Integrin act MD | AT treatment | Menin MLL FP TR
COc1cc(C(=O)N(Cc2cc3cc(C)ccc3[nH]c2=O)CC2CCCO2)cc(OC)c1OC (stereo not drawn) | 3% | 2% | 5 | 8% | -4% | -7% | · | 7% | 5% | 1%
COc1ccccc1-c1cc(C(=O)N/N=C\c2cnn(C)c2C)c2ccccc2n1 | -12% | 0% | 0 | 35%[activator] | -4% | -5% | 0%[46.1 µM] | 16% | · | -11%
Cc1nc(-n2nnc3ccccc32)c2c3c(sc2n1)CCCC3 | -1% | 22% | -20 | 0% | -5% | -12% | 0% | 18%[7.66 µM] | 10% | 0%
CCC1Oc2ccc(C)cc2N(Cc2cccc(C)c2)C1=O (stereo not drawn) | -2% | -6% | 4 | -11% | -5% | -2% | · | -2%[7.66 µM] | ? | -7%
Clc1ccc(-c2nnc(-c3ccccc3Cl)o2)cc1 | -7% | 3% | 5 | -2% | 0% | -3% | -2% | -8% | 10% | -1%
COc1ccccc1NC(=O)CSc1nnc(COc2ccc(Cl)cc2)o1 | 1% | -5% | 6 | -4% | -4% | -4% | 2% | ? | -2% | ·
CCCn1c(SCC(=O)/C(C#N)=C(\C)N)n[nH]c1=O | 8% | -8% | -9 | -5% | -3% | 1% | -6% | -18% | 8% | -12%
CSc1ccccc1NC(=O)CN(C)S(=O)(=O)c1ccc(F)cc1 | 14% | -1% | 2 | 8% | -5% | 3% | -4% | 9% | -3% | 7%
O=C(NNC(=O)C(O)(c1ccccc1)c1ccccc1)C1CC1 | -5% | -2% | -7 | 0% | -2% | 6% | · | 22% | 0% | 6%
CCOC(=O)C1CCN(C(=O)c2ccc3snnc3c2)CC1 | 8% | 0% | 2 | -3% | -5% | 1% | -2%[46.1 µM] | -20% | 2% | 6%
CCOc1ccc(C(=O)N/N=C/c2cc(Cl)ccc2[N+](=O)[O-])cc1 | 2% | 3% | 19 | 12% | -1% | -1% | -6%[46.1 µM] | 9% | 21% | ?
Cc1c(Cl)c(C(=O)NC2CCCC2)nn1C | 4% | -1% | 21 | -4% | -14% | -1% | 3%[46.1 µM] | 22% | -7% | -1%
O=C(Cn1ccc2ccccc2c1=O)NCCC(=O)N1CCN(c2ccccc2)CC1 | 5% | 7% | 9 | -2% | 1% | 2% | 1% | -9% | 0% | 8%
CC(=O)NC(c1cccc([N+](=O)[O-])c1)c1c(OC(C)=O)ccc2ccccc12 (stereo not drawn) | · | · | · | · | -2% | 0% | 3% | -23% | · | ·
CC1CCN(S(=O)(=O)c2cccc(C(=O)NCc3ccco3)c2)CC1 | 1% | -1% | -7 | 3% | -2% | 3% | 2%[46.1 µM] | 11% | 2% | 0%
O=C(CNC(=O)c1ccc(Br)cc1)c1ccc(Br)cc1 | 13% | 2% | -14 | -2% | -5% | 3% | -4% | -27% | 4% | 16%
COCCOc1cc(COC)nc(-c2cccc(C)c2)n1 | -4% | 3% | 4 | 2% | -4% | 6% | 13% | 21% | 0% | ·
CCOC(=O)N1CCC(NC(=O)c2oc3c(c2C)-c2[nH]ncc2CC3)CC1 | 1% | -1% | -5 | 0% | -5% | 5% | 2% | -11% | · | -14%
COc1ccc(C)cc1NC(=O)CN(c1ccc(C)cc1)S(C)(=O)=O | 9% | 4% | -7 | -7% | 1% | -2% | 1% | -16% | -1% | -7%
COc1cccc(/C=N/n2c(=S)n(C)c3cc(C)c(C)cc32)c1OC | 2% | -5% | 19 | -7% | -5% | -7% | -10% | 43% | -2% | 15%
Cc1ccc(C(=O)O)cc1NS(=O)(=O)c1ccc2ccccc2c1 | -6% | 3% | -4 | -5% | -2% | 3% | 5% | 26% | 2% | 1%
COc1ccc(CNC(=O)[C@H](C)N2C(=O)N3CCc4c([nH]c5ccc(OC)cc45)[C@@]3(C)C2=O)cc1 | 57%[activator] | 2% | 0 | -4% | 0% | -9% | 3% | -9% | 1% | ?
O=C1CC(C(=O)Nc2ccc(F)c(Cl)c2)N=C(N2CCCCC2)N1 (stereo not drawn) | 12% | -2% | -7 | 8% | 1% | 3% | 6% | 7% | · | -3%
Cc1ccc2nnn(Cc3cccc(C(C)(C)C)c3O)c2c1 | · | 13µM* | ? | · | -1% | -20% | 2% | -34% | 27% | ·
CCOC(=O)C1CCN(Cc2cnc(Oc3ccc(Cl)cc3C)s2)CC1 | -10% | -4% | -3 | 0% | -4% | -2% | 0% | -69%[inhibitor] | 1% | ·
COc1ccc(C2(c3ccc(OC)cc3)NC(=O)N(CC(=O)Nc3ccccc3C)C2=O)cc1 | 0% | 0% | 8 | 1% | -5% | -18% | 0% | 18% | 18% | ·
CC(Oc1ccc2ccc(=O)oc2c1)C(=O)N1CCOCC1 (stereo not drawn) | · | -1% | 13 | · | -4% | · | -14% | 27% | 4% | ·
Oc1ccc2[nH]ccc2c1 | -8% | 5% | 3 | -9% | 1% | 5% | -5% | 22% | 1% | 10%
CC1=Nc2cc(C(=O)NCCCOC(C)C)ccc2Sc2ccc(C)cc21 | 4% | -3%[9.22 µM] | 19 | 9% | -6% | -3% | 8% | -17% | -4% | ?
O=C(Nc1ccc2c(c1)OCCO2)c1ccc(Br)cc1 | 1% | 0% | -8 | -6% | -1% | -1% | 7% | 3% | -8% | 14%
COc1cc(OC)c(OC)cc1CCC(C)NCCC(c1ccccc1)c1ccccc1 (stereo not drawn) | 5% | -54%[inhibitor] | 4 | -6% | -5% | 1% | -3% | -58%[inhibitor] | · | ?
Cc1cc(C)c(C(=O)COC(=O)Cn2nc(-c3ccccc3)oc2=O)cc1C | · | · | · | · | 1% | -3% | 0% | 4% | 8% | ·
Cc1ccc(N(C(=O)CNC(=O)c2ccco2)C(C(=O)NC2CCCC2)c2ccncc2)cc1F (stereo not drawn) | 0% | 1% | 6 | 10% | -1% | 0% | 2% | ? | 4% | 6%
CC1CCC(C(C)C)C(OC(=O)Cn2c(-c3ccc(Cl)cc3)[n+](C)c3ccccc32)C1 (stereo not drawn) | ? | -5% | -7 | -4% | 0% | -6% | -2% | -58%[inhibitor] | -6% | ·
Cc1nc(-c2cc(-c3nc(-c4ccc(C(F)(F)F)cc4)no3)no2)cs1 | 22% | 4% | -6 | -20% | 2% | 4% | 0% | 0% | 7% | ·
CC(O/N=C/c1ccccc1OC(F)F)C(=O)Nc1cccc(S(=O)(=O)N2CCOCC2)c1 (stereo not drawn) | 0% | 1% | -14 | 1% | 0% | -4% | -8%[46.1 µM] | -22% | -9% | 17%
CC1(C)CC(=O)c2c(nn(-c3ccccc3)c2N)C1 | 7% | 4% | -12 | -8% | -5% | 3% | 1% | 13% | 2% | 6%
Cc1coc(C)c1C(=O)CC1(O)C(=O)N(CCc2ccccc2)c2ccccc21 (stereo not drawn) | -19% | 2% | -32 | -5% | -4% | -1% | 4% | -6%[7.66 µM] | 12% | -17%
O=C(Nc1cc(C(=O)N2CCN(c3ccccc3O)CC2)ccc1Cl)c1cccs1 | · | 1% | -5 | · | -1% | -2% | 0% | 11% | 16% | ·
c1cncc(-c2nc(NCC3CCCO3)c3ccccc3n2)c1 (stereo not drawn) | -5% | 3% | 6 | 3% | -3% | 0% | 2% | 22% | 6% | -7%
CN(C1CCCCC1)S(=O)(=O)c1ccc(SCC(=O)NC(C)(C)C)nc1 | · | 9% | -3 | · | 0% | -2% | -3% | -6% | -1% | ·
Cc1c(Cl)cccc1NC(=O)CSc1nnc(C)n1CC1CCCO1 (stereo not drawn) | 33% | 0% | -5 | -4% | -8% | 6% | -3% | 7% | -7% | 1%
Cc1ccc(NC(=O)c2noc3c2CCCCC3)cc1 | -1% | 0% | 13 | -9% | -1% | -2% | -4% | 1% | -5% | 3%

Compound activity: PubChem BioAssay, National Center for Advancing Translational Sciences (NCATS)
